Source: PubChem
hgDAF12 agonist = agonists of H. glycines DAF-12 nuclear receptor; HEK293 GAL4-hgDAF12 UAS-luciferase reporter, agonist luminescence; normalized to butyrate control; actives 1.8% (n = 370,000); activation, % at 6.8 µM;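 active means activation above a cutoff set at the mean of all screened compounds plus 3 SD, cut at about 10% in these data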;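 further: 0% = DMSO wells and 100% = sodium butyrate wells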
hcDAF12 agonist = H. contortus DAF-12 activation, primary screen; HEK293 hcDAF-12 lit1-tk-luc reporter, luminescence; 0% DMSO, 100% Δ7-dafachronic acid; activation, % at 6.8 µM; actives 1.4% (n = 370,000);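 active means activation above the mean of all tested compounds plus 3 SD, cut at about 5.5% in these data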;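 further: 100% = response to 3 µM Δ7-dafachronic acid high control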
GAA850 FXN act = activators of GAA850 frataxin (FXN) promoter; HEK293 lucGAA850 FXN promoter luciferase reporter, 24 h; percent of 10 µM SAHA response; activation, % at 6 µM; actives 0.56% (n = 360,000); AID 540364;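 active means activation above the average of all compounds screened plus 3 SD, cutoff fixed separately per campaign, cut at about 7.5% in these data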;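 further: 0% = DMSO wells and 100% = 10 µM SAHA wells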
PLC-beta3 inh = PLC-beta3 (human) inhibition, primary screen; AID 720704; actives 0.18% (n = 370,000); Purified PLC-beta3, fluorogenic substrate, fluorescence; inhibition, % at 12.2 µM; in the data active means inhibition above about 11%;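 further: 0% = median of compound wells on plate and 100% = full blocker control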
DAX1 inh-1 = inhibitors of DAX1 repression of SF-1 activated StAR promoter. HEK293T StAR-luciferase reporter, SF-1/DAX-1 repression relief. inhibition, % at 6.8 µM. actives 1.1% (n = 370,000). AID 652010;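 active means inhibition above the mean over all tested compounds plus 3 SD, cut at about 3.6% in these data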;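 further: 0% = DAX-1 cells with DMSO and 100% = cells lacking DAX-1 with DMSO; higher inhibition means more luminescence from relief of DAX-1 repression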
ADAM10 inh = inhibits human ADAM10. inhibition, % at 7 µM. AID 720582. actives 0.62% (n = 370,000). recombinant ADAM10, EDANS/DABCYL FRET peptide cleavage, 3 h. O14672;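 active means inhibition above a per-campaign cutoff equal to the mean of compounds falling between control-based bounds plus 3 SD, cut at about 20% in these data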;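 further: 0% = DMSO wells while the 100% control is not disclosed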
sPLA2-III inh = Inhibits HGIII-sPLA2 liposome hydrolysis, primary screen; Q9NZ20; QFRET BODIPY PC-A2 liposome hydrolysis, fluorescence; inhibition, % at 12.2 µM; actives 0.56% (n = 370,000); AID 743126;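 active means inhibition above mean plus 3 SD of compounds lying within the high and low control bounds, cut at about 19% in these data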;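 further: 0% = median of test compound wells and 100% = no enzyme DMSO wells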
Target sequence (Q9NZ20 whole entry, looked up): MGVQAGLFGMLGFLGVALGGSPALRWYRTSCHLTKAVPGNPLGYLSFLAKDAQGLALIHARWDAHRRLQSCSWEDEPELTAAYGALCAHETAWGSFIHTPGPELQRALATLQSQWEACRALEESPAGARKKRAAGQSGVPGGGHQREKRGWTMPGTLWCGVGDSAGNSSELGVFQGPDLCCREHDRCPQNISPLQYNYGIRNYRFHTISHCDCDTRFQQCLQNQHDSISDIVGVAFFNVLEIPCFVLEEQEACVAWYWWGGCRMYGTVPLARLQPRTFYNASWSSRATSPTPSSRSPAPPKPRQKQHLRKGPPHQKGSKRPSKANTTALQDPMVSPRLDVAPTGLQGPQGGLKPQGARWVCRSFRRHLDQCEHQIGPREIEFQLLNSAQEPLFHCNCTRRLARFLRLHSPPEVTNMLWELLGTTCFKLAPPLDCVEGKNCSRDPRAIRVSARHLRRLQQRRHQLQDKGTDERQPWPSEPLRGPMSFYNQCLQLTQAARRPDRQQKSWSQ
DAX1 inh-2 = inhibits human nuclear receptor DAX1 | P51843 | HEK293 Gal4-DAX1 luciferase reporter, luminescence | inhibition, % at 6.75 µM | actives 0.99% (n = 340,000) | AID 504766;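 active means inhibition above the mean over all tested compounds plus 3 SD, cut at about 4.2% in these data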;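 further: 0% = DAX1-transfected cells with DMSO and 100% = empty-vector control cells with DMSO; inhibition shows as a rise in luminescence from relieved DAX1 repression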
ADAM17 inh = inhibits human ADAM17; P78536; recombinant ADAM17, EDANS/DABCYL FRET peptide cleavage; inhibition, % at 6.95 µM; actives 0.83% (n = 370,000); AID 720648;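 active means inhibition above the mean of compounds lying between control limits plus 3 SD, set per campaign, cut at about 8.5% in these data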;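 further: 0% = DMSO-only wells as the low control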
Target sequence (P78536 215-824 limits assumed): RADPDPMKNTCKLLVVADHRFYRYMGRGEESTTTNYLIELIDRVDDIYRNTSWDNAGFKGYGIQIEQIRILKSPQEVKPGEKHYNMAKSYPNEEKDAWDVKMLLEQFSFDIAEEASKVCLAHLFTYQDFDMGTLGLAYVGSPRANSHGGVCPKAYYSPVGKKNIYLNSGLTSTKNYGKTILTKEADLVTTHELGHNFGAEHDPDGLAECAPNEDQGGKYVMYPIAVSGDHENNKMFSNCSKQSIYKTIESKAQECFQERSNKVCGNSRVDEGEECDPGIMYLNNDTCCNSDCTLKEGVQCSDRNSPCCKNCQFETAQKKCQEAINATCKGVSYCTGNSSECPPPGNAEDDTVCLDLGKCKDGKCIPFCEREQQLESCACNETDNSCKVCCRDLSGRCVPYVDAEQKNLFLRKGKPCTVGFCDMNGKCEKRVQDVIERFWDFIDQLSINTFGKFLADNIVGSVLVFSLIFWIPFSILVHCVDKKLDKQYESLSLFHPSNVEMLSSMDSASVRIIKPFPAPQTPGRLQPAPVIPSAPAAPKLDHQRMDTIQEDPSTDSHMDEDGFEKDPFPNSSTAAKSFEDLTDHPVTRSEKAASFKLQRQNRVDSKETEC
PLCg1 inh = PLC-gamma1 (human) inhibition, primary screen. P19174. purified PLC-gamma1, fluorogenic substrate, fluorescence. inhibition, % at 12.2 µM. actives 0.84% (n = 370,000); in the data active means inhibition above about 9.5%
ssDAF-12 act = activates DAF-12 receptor from parasite S. stercoralis. activation, % at 6.8 µM. AID 652126. actives 1% (n = 370,000). HEK293 ssDAF-12/GRIP1 lit1-tk-luc reporter, luminescence; % of 3 µM dafachronic acid response;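 active means activation above the mean over all tested compounds plus 3 SD, cut at about 0.9% in these data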;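 further: 0% = DMSO-only wells and 100% = 3 µM delta7-dafachronic acid wells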
An asterisk follows results filed as active; x = not tested or not shown.

SMILES	hgDAF12 agonist	hcDAF12 agonist	GAA850 FXN act	PLC-beta3 inh	DAX1 inh-1	ADAM10 inh	sPLA2-III inh	DAX1 inh-2	ADAM17 inh	PLCg1 inh	ssDAF-12 act
CCOC(=O)N1CCC(N2C(=O)c3ccc(C(=O)Nc4ccc(OC)c(OC)c4)cc3C2=O)CC1	1.0	-0.5	-1.3	-7	-0.3	1	3	0.7	-1	0	-0.9
Cc1ccc(-c2nc(Cl)nc3ccccc23)cc1	-3.5	0.5	2.7	-41	-0.6	-29	3	-0.3	-14	-32	-1.1
O=S(=O)(Nn1cnnc1)c1ccc2ccccc2c1	0.2	0.0	-0.9	0	0.3	2	0	-0.5	0	-4	-0.1
COc1ccc(C(=O)N2CCN(Cc3cc(OC)ccc3OC)CC2)cc1	1.6	-2.6	0.9	-7	-0.1	1	4	0.3	-4	1	-0.8
Cc1cc(Nc2ccccc2)n(C(=O)c2ccc(Cl)cc2)n1	2.6	4.0	5.0	0	-0.1	11	-1	-0.2	4	-1	0.4
Cc1ccc(S(=O)(=O)n2nnc3ccccc32)c(C)c1C	0.3	0.2	0.5	0	0.8	-5	-1	1.7	-1	-1	-0.9
O=C(c1ccc(CN2CCc3ccccc3C2)cc1)N1CCCCC1	-2.1	0.9	0.0	-3	-0.8	2	3	-1.4	-4	-3	-0.1
N/C(=N\OC(=O)c1ccccc1)c1cccnc1	8.0	1.0	3.3	2	2.1	2	10	1.1	-1	1	-0.1
CC(=O)N=C1C=CC(=CN(O)C(C)(C)Cc2ccccc2)C=C1	-0.2	-2.4	0.3	2	-0.2	-5	6	1.7	2	3	-0.5
CCN(CC)C(=O)CC[C@@H]1CC[C@]2(CCCN(C(=O)C(C)(C)C)C2)O1	4.7	-0.6	x	2	-1.3	2	1	x	-1	-1	-1.1
COc1ccccc1-c1ncn(Cc2cccc(-c3ccccc3)c2)c1CC(C)C	0.2	-1.4	x	2	-0.8	15	-12	x	8	6	-1.5
O=C(COC(=O)CNC(=O)c1ccccc1F)Nc1ncc(Cl)cc1Cl	-0.2	-0.7	-0.2	-12	1.7	2	-3	0.6	-1	-7	-1.5
COc1ccc(C2c3ccc4ccccc4c3Oc3ncn(CCCO)c(=N)c32)cc1OC (stereo not given)	-1.9	-3.1	1.6	-7	-0.3	-3	-8	4.8*	-2	1	-1.2
O=C(NCc1cccs1)c1cc2ccccc2o1	3.4	0.3	2.8	-1	-0.6	-11	-3	1.3	-2	1	-0.9
COc1ccc(C(=O)Nc2cc3c(cc2C#N)OCO3)cc1S(=O)(=O)NCc1ccco1	0.4	-1.7	-2.9	-1	0.1	-1	1	0.6	-8	-2	-0.9
COc1ccc(C2CN=NC23CCCc2ccccc2C3=O)cc1 (stereo not given)	2.4	1.4	-2.4	1	-1.3	-17	4	1.1	-2	1	-1.1
COC(=O)[C@]12C[C@H](CC(=O)NCc3ccccc3)C(=O)N(Cc3cccc4ccccc34)C1=C[C@H](COCc1ccccc1)O[C@@H]2C	0.8	-0.7	x	-2	-0.9	11	-28	x	4	2	0.5
CC1=C(C(=O)c2ccccc2)C(c2cn(-c3ccccc3)nc2-c2ccc(Cl)cc2)NC(=S)N1 (stereo not given)	-1.0	-0.3	-2.0	0	1.1	3	-1	-1.3	8	2	-1.8
CCCc1cc(=O)oc2cc(C)cc(OC(C)C(=O)NCC(O)c3ccccc3)c12 (stereo not given)	-0.9	-1.2	-3.5	-100	-1.4	-167	8	0.4	-51	-65	-1.0
CCOC(=O)[C@@H]1[C@H]2COc3cc(OC)ccc3[C@@H]2N2C(=O)N(c3ccc(Cl)cc3)C(=O)[C@@]12C	-0.4	-1.7	-0.7	0	0.2	12	-5	2.5	1	-1	-0.8

Structures above that contain a furan ring, fused or not:
SMILES	hgDAF12 agonist	hcDAF12 agonist	GAA850 FXN act	PLC-beta3 inh	DAX1 inh-1	ADAM10 inh	sPLA2-III inh	DAX1 inh-2	ADAM17 inh	PLCg1 inh	ssDAF-12 act
O=C(NCc1cccs1)c1cc2ccccc2o1	3.4	0.3	2.8	-1	-0.6	-11	-3	1.3	-2	1	-0.9
COc1ccc(C(=O)Nc2cc3c(cc2C#N)OCO3)cc1S(=O)(=O)NCc1ccco1	0.4	-1.7	-2.9	-1	0.1	-1	1	0.6	-8	-2	-0.9

Next section.
SMILES	hgDAF12 agonist	hcDAF12 agonist	GAA850 FXN act	PLC-beta3 inh	DAX1 inh-1	ADAM10 inh	sPLA2-III inh	DAX1 inh-2	ADAM17 inh	PLCg1 inh	ssDAF-12 act
COc1ccc(NS(=O)(=O)c2ccc(NS(=O)(=O)c3ccc(C)cc3)cc2)nn1	-0.3	-1.0	-1.5	-2	-0.5	-4	-10	-0.4	-4	0	-0.6
CC12CCC(C/C1=N/OC(=O)c1cccc([N+](=O)[O-])c1)C2(C)C (stereo not given)	-2.4	-1.5	-1.6	-3	-0.6	-7	4	1.7	-3	4	-1.1
Cc1ccc(F)c(NC(=O)c2ccc(Cn3cc(Cl)cn3)cc2)c1	4.9	-1.9	0.9	4	1.3	6	-3	-0.3	1	1	-1.0
Cc1ccc(S(=O)(=O)N2CCN(C(=O)c3ccc(-n4cncn4)c([N+](=O)[O-])c3)CC2)c(C)c1	-2.5	-1.0	-0.3	-1	-2.7	-7	-7	-0.6	-2	1	-1.8
COc1ccc(C(=O)C[n+]2ccc3c(c2)nc(-c2cc(OC)c(OC)cc2OC)n3C)cc1	1.7	3.9	-1.8	-3	0.8	-12	1	-0.5	-4	-1	-0.8
O=C(NCCN1CCCCC1)Nc1ccccc1	2.0	-0.5	2.7	0	-0.3	-1	-4	1.5	-3	-1	-1.6
CCCCc1ccc(NC(=O)N[C@@H](CC(C)C)C(=O)O)cc1	-2.4	-0.4	0.6	-8	0.4	-2	2	0.3	-8	-2	-0.5
COc1cc(CN2C[C@@H](CO)O[C@@H](n3cnc4c(NC5CCCC5)ncnc43)C2)cc(OC)c1OC	1.8	-1.9	0.0	2	-0.2	-2	-2	x	0	-2	-1.0
CCN(CC)S(=O)(=O)c1cccc(NC(=O)c2cc(=O)[nH]c3ccccc23)c1	-0.7	0.6	1.1	-31	-0.8	-36	-1	-1.3	-8	-26	-1.7
COc1ccccc1NC(=O)c1cc2cc(Br)ccc2oc1=N	1.5	0.9	2.6	0	0.0	3	8	-1.8	-5	1	-0.2
CC1=CC(C)(C)Nc2ccc(OC(=O)CN3C(=O)C4CCCCC4C3=O)cc21 (stereo not given)	-11	-6.9	3.9	-116	-2.7	-74	1	-2.1	-18	-69	-2.1
COC(=O)c1ccc(/C=N/Nc2nc(-c3ccccc3)cs2)cc1	3.8	3.2	0.7	-17	0.8	-8	0	4.2	-2	-16	-0.2
CC(c1ccccc1)N1CCc2[nH]c(=S)[nH]c(=O)c2C1 (stereo not given)	-1.2	-1.2	1.4	0	-0.4	-15	3	0.3	-6	-2	-0.9
CCOc1ccc(C(=O)Nc2nnn(CC)n2)cc1	12*	4.6	1.5	4	1.4	-2	4	0.3	1	6	0.0
Cc1noc(/C=C/N(C)C)c1S(=O)(=O)N(C)CC(=O)NC1CCCCC1	-0.9	0.8	3.2	-15	0.2	-5	-7	-0.8	-1	-15	-0.9
CCOC(=O)COc1nc(Nc2ccccc2C)nc(N(C)C)n1	0.5	-0.3	-0.6	2	-1.1	2	1	-0.1	0	1	-1.3
O=S(=O)(c1cccs1)N1CCN(CCOc2ccccc2)CC1	-2.3	-1.1	-1.0	-5	-3.1	-5	-6	-1.9	2	2	-1.3
CC(NC(=O)CN1C(=O)NC2(CCCCCCC2)C1=O)c1ccccc1 (stereo not given)	-1.1	2.3	1.0	-6	-0.9	0	-5	0.2	-4	-8	-0.2
CCOC(=O)C1=C(C)NC(=O)CC1c1cc2c(cc1[N+](=O)[O-])OCO2 (stereo not given)	-0.9	-1.5	3.6	-44	-0.5	-17	-36	0.4	-6	-32	-1.3
COc1ccc(C)cc1NC(=O)c1ccc(CN2CCN(c3ccccc3)CC2)cc1	-2.4	-2.2	-2.7	-2	-1.6	9	-1	-2.6	3	0	-1.7
CC(C)(C)N(Cc1ccccc1)C(=O)COC(=O)CN1C(=O)C2CC=CCC2C1=O (stereo not given)	-1.8	1.9	-1.9	-7	-0.5	-3	5	0.0	-6	-2	-1.1
COC(=O)c1ccc(COc2ccc(/C=N/N3CCN(C)CC3)cc2)cc1	8.4	0.2	4.7	2	1.2	4	-8	0.6	0	-1	0.2
CCN1C(=O)C(C(=O)Nc2ccc(OC)cc2)C2CC1(C)Oc1ccccc12 (stereo not given)	4.4	-1.3	-1.5	1	1.1	-6	-13	-1.2	-2	0	-1.2
Cc1ccc(CNC(=O)c2cccc(OCc3c(C)noc3C)c2)cc1	2.4	-2.3	-1.0	-2	-0.9	-1	-11	6.8*	0	0	-1.2
CC1CCN(c2ccccc2NC(=S)NC(=O)c2cccs2)CC1	-2.6	-0.7	2.7	-2	0.1	-11	9	1.1	-5	0	-0.8
Cc1cc(C)cc(NC(=O)N2CCN(Cc3ccc4c(c3)OCO4)CC2)c1	0.7	-0.5	0.1	-8	-0.3	5	1	3.1	-4	1	-1.5
COc1ccc(N2CC(C(=O)N3CCN(c4ccccc4OC)CC3)CC2=O)cc1 (stereo not given)	-1.7	-1.8	0.3	-2	0.1	12	2	-1.1	-1	4	-0.7
CCOC(=O)CN1CC23C=CC(O2)C(C(=O)Nc2cc(OC)ccc2OC)C3C1=O (stereo not given)	-3.1	-1.6	-2.2	-2	0.3	-10	0	4.9*	-5	1	-1.1
O=C(NCC(c1ccco1)N1CCCCC1)c1cc2c(s1)CCCC2 (stereo not given)	1.4	-0.9	0.1	-19	4.2*	-10	0	-0.6	3	-8	-0.4
CCc1nc(SCC(=O)c2ccc3c(c2)OCCO3)c2ccccc2n1	1.9	-2.3	-0.5	-13	-1.6	1	-34	-0.6	1	-6	-2.2
CCNS(=O)(=O)c1ccc(OC)c(C)c1	0.5	-0.8	2.6	3	0.0	7	6	-0.5	6	8	-2.0
CCN(Cc1ccncc1)C(=O)c1ccc(C)o1	-1.0	-0.5	-0.5	-16	0.0	-10	6	0.6	-2	-7	-0.7
Cc1ccc2occ(C3N[C@H](C(=O)O)CS3)c(=O)c2c1 (stereo not given in full)	-0.5	2.6	1.2	-29	0.1	-39	-9	0.4	-12	-23	-0.5
Cc1ccc([N+](=O)[O-])cc1S(=O)(=O)Nc1ccc(-c2ccc(N3CCOCC3)nn2)cc1	-1.4	-0.4	1.9	5	-0.1	-21	-11	0.0	5	7	-0.6
O=C(NC1CCCCC1)C(c1ccnc2ccccc12)n1c(=O)c(-c2ccccc2)nc2ccccc21 (stereo not given)	-0.7	-2.4	x	-11	0.5	-25	11	x	-8	-7	-0.5
COc1ccccc1NC(=O)Nc1nc(C(N)CCc2ccccc2)cs1 (stereo not given)	4.2	-1.8	-0.2	10	0.5	7	3	x	8	11*	-1.1
O=C(O)C1CCCCN1S(=O)(=O)c1ccc2ccccc2c1 (stereo not given)	-0.1	-0.1	0.6	2	0.0	-3	-2	0.2	-2	0	-0.5
